# hgDAF-12 ag: H. glycines DAF-12 receptor agonists, primary screen, cell-based, luminescence, HEK293, GAL4 fusion, UAS-luciferase | hit rate 1.8% among 370,000 | Nuclear hormone receptor DAF-12 (Heterodera glycines), GAL4 fusion | activation, % at 6.8 µM | HEK293 GAL4-hgDAF12 UAS-luciferase reporter, agonist luminescence; normalized to butyrate control | AID 687014, 2013;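 active = activation above a cutoff set at the mean of all screened compounds plus 3 SD, cut at about 10% in these data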;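 also: 0% = DMSO wells and 100% = sodium butyrate wells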
# PLC-beta3 inh: human PLC-beta3 inhibitors, primary screen, biochemical, fluorescence; 1-phosphatidylinositol 4,5-bisphosphate phosphodiesterase beta-3 (Homo sapiens), Q01970; Purified PLC-beta3, fluorogenic substrate; inhibition, % at 12.2 µM; hit rate 0.18% among 370,000; AID 720704, 2013; in the data active = inhibition above about 11%;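 also: 0% = median of compound wells on plate and 100% = full blocker control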
# hcDAF12 agonist: H. contortus DAF-12 nuclear receptor activators, primary screen, cell-based, luminescence, HEK293, lit1-tk-luc reporter; HEK293 hcDAF-12 lit1-tk-luc reporter; 0% DMSO, 100% Δ7-dafachronic acid; activation, % at 6.8 µM; hit rate 1.4% among 370,000; AID 652067, 2013;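 active = activation above the mean of all tested compounds plus 3 SD, cut at about 5.5% in these data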;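 also: 100% = response to 3 µM Δ7-dafachronic acid high control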
# sPLA2-III inh: human group III sPLA2 inhibitors, primary screen, biochemical, QFRET, BODIPY PC-A2 liposome substrate; hit rate 0.56% among 370,000; inhibition, % at 12.2 µM; QFRET BODIPY PC-A2 liposome hydrolysis, fluorescence;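 active = inhibition above mean plus 3 SD of compounds lying within the high and low control bounds, cut at about 19% in these data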;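 also: 0% = median of test compound wells and 100% = no enzyme DMSO wells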
# Target sequence (Q9NZ20 whole entry, looked up): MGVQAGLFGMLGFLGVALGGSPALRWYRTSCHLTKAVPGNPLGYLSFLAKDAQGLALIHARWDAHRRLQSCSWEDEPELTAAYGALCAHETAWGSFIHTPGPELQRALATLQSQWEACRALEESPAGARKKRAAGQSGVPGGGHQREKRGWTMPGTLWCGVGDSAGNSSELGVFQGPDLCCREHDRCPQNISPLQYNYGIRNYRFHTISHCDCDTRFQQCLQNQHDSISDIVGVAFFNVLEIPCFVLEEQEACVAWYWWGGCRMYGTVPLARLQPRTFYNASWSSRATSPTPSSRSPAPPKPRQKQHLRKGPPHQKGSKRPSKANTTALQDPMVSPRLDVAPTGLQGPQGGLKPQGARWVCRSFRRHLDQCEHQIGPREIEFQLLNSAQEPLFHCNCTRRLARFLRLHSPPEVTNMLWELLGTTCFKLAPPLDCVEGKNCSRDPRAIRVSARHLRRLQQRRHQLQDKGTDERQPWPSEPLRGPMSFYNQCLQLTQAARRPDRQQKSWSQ
# SMARCA2 act: SMARCA2 (BRM) function activators, primary screen, cell-based, luminescence, high throughput | AID 652017, 2013 | activation, % at 9.1 µM | hit rate 1% among 370,000 | MG213 cells, MMTV-luciferase reporter, dexamethasone, overnight; in the data active = activation above about 7.8%;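 also: 0% = vehicle wells and 100% = reference activator wells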
# GAA850 FXN act: FXN promoter activators, primary screen, cell-based, luciferase luminescence, HEK293 lucGAA850 | HEK293 lucGAA850 FXN promoter luciferase reporter, 24 h; percent of 10 µM SAHA response | activation, % at 6 µM | hit rate 0.56% among 360,000;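 active = activation above the average of all compounds screened plus 3 SD, cutoff fixed separately per campaign, cut at about 7.5% in these data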;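 also: 0% = DMSO wells and 100% = 10 µM SAHA wells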
# DAX1 inh-1: DAX1 (NR0B1) inhibitors, primary screen, cell-based, HEK293, Gal4-DAX1, luciferase luminescence. AID 504766, 2011. hit rate 0.99% among 340,000. HEK293 Gal4-DAX1 luciferase reporter. inhibition, % at 6.75 µM;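 active = inhibition above the mean over all tested compounds plus 3 SD, cut at about 4.2% in these data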;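 also: 0% = DAX1-transfected cells with DMSO and 100% = empty-vector control cells with DMSO; inhibition shows as a rise in luminescence from relieved DAX1 repression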
# Target sequence (P51843 207-470 limits assumed): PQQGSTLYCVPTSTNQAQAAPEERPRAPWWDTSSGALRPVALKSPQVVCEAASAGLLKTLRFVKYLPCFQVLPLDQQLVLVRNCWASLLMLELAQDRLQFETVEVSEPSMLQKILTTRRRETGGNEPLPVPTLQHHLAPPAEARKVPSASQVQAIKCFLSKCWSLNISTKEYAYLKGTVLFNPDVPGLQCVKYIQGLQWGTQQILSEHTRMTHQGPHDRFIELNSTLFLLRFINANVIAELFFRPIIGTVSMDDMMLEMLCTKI
# NR1D1 modulator: modulators of Rev-erb alpha DNA binding, primary screen, biochemical, FITC-DNA, fluorescence polarization, uHTS; hit rate 0.79% among 370,000; Nuclear receptor subfamily 1 group D member 1 (Homo sapiens), P20393; Rev-erbα–FITC-DNA binding, 90 min; activity, % at 10 µM;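 active = activity above about 14%, limit read from the data; passing the limit was not always enough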;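 also: 0% = DMSO wells with 35 nM protein and 100% = DMSO wells with 750 nM protein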
# ssDAF12 agonist: S. stercoralis DAF-12 nuclear receptor activators, primary screen, cell-based, luminescence, HEK293, GRIP1 co-expression, lit1-tk-luc | AID 652126, 2013 | activation, % at 6.8 µM | Nuclear hormone receptor DAF-12 (Strongyloides stercoralis) | hit rate 1% among 370,000 | HEK293 ssDAF-12/GRIP1 lit1-tk-luc reporter; % of 3 µM dafachronic acid response;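 active = activation above the mean over all tested compounds plus 3 SD, cut at about 0.9% in these data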;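 also: 0% = DMSO-only wells and 100% = 3 µM delta7-dafachronic acid wells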
# PG9 binder: binders of HIV-1 gp120 antibody PG9, primary screen, biochemical, TR-FRET. HIV-1 gp120 / PG9 antibody interaction. TR-FRET gp120-PG9 antibody binding. inhibition, % at 6.7 µM. hit rate 0.43% among 360,000. AID 624416, 2012; in the data active = inhibition above about 8.5%
# DAX1 inh-2: DAX1 (NR0B1) inhibitors on StAR promoter, primary screen, cell-based, luminescence, SF-1 (NR5A1), full-length DAX-1 | HEK293T StAR-luciferase reporter, SF-1/DAX-1 repression relief | inhibition, % at 6.8 µM | hit rate 1.1% among 370,000 | AID 652010, 2013;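 active = inhibition above the mean over all tested compounds plus 3 SD, cut at about 3.6% in these data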;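 also: 0% = DAX-1 cells with DMSO and 100% = cells lacking DAX-1 with DMSO; higher inhibition means more luminescence from relief of DAX-1 repression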
# The depositor's hits bear a star; · = not tested or not shown; & = joins results of further samples. Rows were taken by chance; 7% or so of the library scored in one or more.
SMILES,hgDAF-12 ag,PLC-beta3 inh,hcDAF12 agonist,sPLA2-III inh,SMARCA2 act,GAA850 FXN act,DAX1 inh-1,NR1D1 modulator,ssDAF12 agonist,PG9 binder,DAX1 inh-2
O=C(c1ccco1)N1CCN(C(=O)c2cc(-c3ccccc3F)no2)CC1,0.9,-3,0.4,1,-1,2.5,0.0,-1,-0.1,-1.4,0.4
CC(=O)c1ccc(O)c(CSc2nncn2C)c1,0.6,-6,-0.6,-1,-2,0.1,1.4,-4,-1.6,-1.7,0.4
COc1ccc(Cn2c(=S)[nH]c3ccccc3c2=O)cc1,-3.0,-4,0.1,2,1,0.8,-0.2,-1,-0.9,-0.9,-0.1
CCc1nc2ccc(C(=O)N3CCN(C(=O)c4ccco4)CC3)cn2c1N(C)C(=O)Nc1ccccc1OC,-3.1,0,-1.0,2,1,-1.1,·,-1,-1.3,0.2,1.0
CC(C)(C)C(O)CN1CCCC1 (stereo unspecified),-0.6,2,0.0,-2,-3,-0.6,0.6,-5,-1.8,-2.0,0.1
CC1CN(S(=O)(=O)c2ccc(-c3nc4ccccc4s3)cc2)CC(C)O1 (stereo unspecified),-1.1,8,0.2,12,-3,-2.6,0.6,6,-1.9,-1.8,0.1
CC(Sc1nnc(C2CC2)n1Cc1ccccc1)C(=O)N1CCNC1=O (stereo unspecified),5.2,-5,0.4,-1,-2,-0.7,-0.1,-7,-0.7,0.9,0.4
O=C(/C=C/c1ccc2ccccc2c1)c1ccoc1,0.3,-77,0.3,8,2,1.8,0.2,-2,-1.0,-1.4,-0.3
Cc1ccc(SCc2cc(=O)[nH]c(N3CCN(C)CC3)n2)cc1,0.5,0,-1.5,-4,-1,-2.0,0.7,0,-0.8,-1.0,0.3
COC(=O)[C@]12C[C@H](CC(=O)NCC34CC5CC(CC(C5)C3)C4)C(=O)N(CCC3=CCCCC3)C1=C[C@H](C(C)(C)C)O[C@@H]2C,1.2,0,0.7,-3,3,·,·,5,-0.9,-1.7,-0.5
CC(=O)c1ccc(OCC(=O)N2CCN(S(=O)(=O)c3ccc(Br)s3)CC2)cc1,0.4,-6,-2.6,4,-3,1.1,-0.4,-1,-1.4,-0.9,-3.1
CCCC(=O)Nc1nc2c(c(=O)[nH]1)CCCC2,-0.2,0,0.1,-3,-1,-1.6,1.6,5,-1.0,-1.0,0.4
CN(C(=O)c1cc(-n2cnnc2)ccc1Cl)c1ccccc1,3.1,-1,2.9,2,5,2.1,0.4,-4,-0.9,0.6,0.0
Cc1cc(C)cc(C(O)c2ncc(-c3ccc(Cl)cc3)[nH]2)c1 (stereo unspecified),-0.9,1,-1.6,-9,-6,-1.2,·,-3,-1.1,0.5,0.1
C=CCOc1ccccc1CN1CCSCC1,-0.5,-3,-0.9,3,2,-0.3,1.3,-2,-1.1,-1.0,-0.3
O=C1c2ccccc2NC(c2ccccc2Cl)N1N=C1CCCCCC1 (stereo unspecified),10*,-60,3.0,3,4,4.4,1.4,-2,0.3,-1.4,1.9
O=C(CC1CC2CCC1C2)N1CCN(S(=O)(=O)c2ccccc2F)CC1 (stereo unspecified),-1.1,0,-0.4,1,0,-0.8,1.7,3,-1.1,0.1,0.3
NC(=S)N=Nc1c(O)[nH]c2ccccc12,0.7,2,-0.4,14,-1,0.2,-0.8,3,-0.8,-3.2,-0.1
N/C(=N/O)c1nc(N2CCCC2)nc(N(c2ccccc2)c2ccccc2)n1,2.4,0,-1.9,-1,-2,2.4,-1.2,1,-0.5,-0.3,-0.6
CCC(=O)Nc1cc(-c2nn(CC(=O)N3CCCCC3)c(=O)c3ccccc23)ccc1N1CCOCC1,-2.8,-9,-1.4,-1,0,2.0,-1.1,0,-0.6,-1.7,-0.4
CN(CC(=O)NC1CCN(Cc2ccccc2)CC1)S(=O)(=O)c1ccc(Cl)s1,-4.1,-7,-3.0,1,-4,-0.6,-0.3,3,-1.9,2.7,-2.6
COc1ccc(NC(=O)NCc2cccn2C)c(OC)c1,0.9,-5,-0.1,-3,-1,0.3,-0.8,1,-0.9,-3.5,-0.1
CC1=CC(=C(C#N)C#N)C=C(C)N1CCN1CCNCC1,0.2,-23,-1.6,-6,-2,1.0,-0.4,-8,-2.1,-0.8,1.6
c1csc(CNCCCN2CCOCC2)c1,-1.0,5,0.4,1,0,6.0,-0.3,-3,-0.9,-1.0,-0.1
C[C@@H]1CN([C@@H](C)CO)C(=O)c2cccc(NS(C)(=O)=O)c2O[C@H]1CN(C)Cc1ccc(C(=O)O)cc1,1.6,-2,0.3,5,-2,1.0,0.6,-2,-0.6,-0.5,0.1

# (listing goes on)
SMILES,hgDAF-12 ag,PLC-beta3 inh,hcDAF12 agonist,sPLA2-III inh,SMARCA2 act,GAA850 FXN act,DAX1 inh-1,NR1D1 modulator,ssDAF12 agonist,PG9 binder,DAX1 inh-2
CC(O)CNc1ccc([N+](=O)[O-])cc1S(=O)(=O)N1CCOCC1 (stereo unspecified),-0.4,5,2.3,2,-3,0.7,-0.3,1,-0.6,0.3,2.2
Cc1ccc(C(=O)NCc2ccccc2CN2CCCC2)cc1S(=O)(=O)N1CCOCC1,1.8,-12,2.9,5,-1,1.6,1.2,-3,-0.8,1.2,-0.1
Cc1ccc(C)c(OCc2cc(C(=O)N3CCNC(=O)C3)no2)c1,-0.8,-7,-0.5,-3,-2,0.9,0.2,3,-0.4,-0.1,0.1
CCCCN(C(C)=O)c1ccc(S(=O)(=O)NC2=NCCCCC2)cc1NC(C)=O,2.7,0,-0.7,-3,2,2.7,-0.4,-4,-1.2,-0.3,0.8
COc1ccc(CCNC(=O)C2CC(=O)N(c3ccc(F)cc3)C2)cc1OC (stereo unspecified),-0.1,-1,1.1,2,-1,1.0,-0.7,-2,-1.7,-0.1,0.2
O=C(Nn1c(-c2ccccc2)nc2ccccc2c1=O)C1CCC1,-0.2,6,-1.6,-3,1,0.9,0.6,4,-0.5,0.6,-0.3
COc1cc(N2C[C@@]3(O)CC[C@@H](O)[C@@H](OC)[C@@H]3[C@@](C)(O)[C@@H]2CC=C(C)C)cc(OC)c1OC,1.7,-2,0.8,10,-4,·,·,2,-1.2,0.0,0.4
COCCn1c(-c2ccccc2)nc(=S)c2c1CC(C)(C)OC2,1.4,-3,0.0,3,0,-0.8,2.0,2,-1.1,-2.0,-0.3
CCOC(=O)c1ccc(NC(=O)Nc2nncs2)cc1,3.4,3,1.6,-7,-2,-3.5,0.1,0,-0.2,2.5,-0.4
O=C(c1ccco1)N1CCN(Cc2nc3cc(Cl)ccc3c(=O)[nH]2)CC1,0.2,-14,-0.9,1,-2,-0.9,0.1,9,-1.7,-1.3,-0.8
CN=C(NC#N)NCCSCc1nc[nH]c1C,4.8,-1,-0.1,15,-7,-1.0,-0.7,2&-4,-0.7,-3.4,0.5
O=C(CN1CCN(c2ccccn2)CC1)Nc1cc(F)ccc1F,-2.1,-2,-0.7,2,-4,0.3,0.5,2,-0.9,0.5,-0.3
N=c1ncn(Cc2ccccc2)c2nc(SCCOc3ccccc3)[nH]c12,-1.3,2,-0.5,11,1,3.3,-0.8,0,-1.0,-1.1,0.1
CC(C)N1C(=O)CCC1C(=O)N1CCCc2ccccc21 (stereo unspecified),0.5,-5,0.9,9,-1,0.7,-0.9,-7,-0.7,-0.4,0.2
CCn1c2ccccc2c2cc(NC(=O)COC(=O)c3cc(S(N)(=O)=O)c(Cl)cc3Cl)ccc21,-5.5,-9,-1.3,-15,0,1.8,2.1,0,-1.2,-0.8,-0.4
CN(C)S(=O)(=O)c1cccc(NC(=O)c2cccc(N3C(=O)CCC3=O)c2)c1,1.9,-4,-0.8,1,-2,0.6,0.6,-6,-0.8,0.9,-1.2
COc1ccc(S(=O)(=O)NC(=O)C2(C)CCN2C(=O)Cc2cccc3ccccc23)cc1 (stereo unspecified),-0.3,1,-0.5,-2,-2,0.7,·,0,-1.0,2.3,0.3
Cc1sc(NC(=O)CN(CCc2ccccc2)C(=O)C2CC2)c(C(N)=O)c1C,-2.6,2,-1.5,3,-3,-1.8,-0.6,1,-1.4,-0.8,-0.6
CCOc1ccc(OCC(=O)c2c(O)c3ccccc3oc2=O)cc1,2.2,-7,1.9,4,-1,1.7,-0.1,-1,-0.3,-3.1,-0.7
Cc1ccc(/C=C2\SC(=S)N(CCC(=O)NNS(=O)(=O)c3ccc(C)cc3)C2=O)cc1,-0.6,0,-1.4,-8,-2,1.6,-0.7,5,-1.4,-1.1,0.2
COC(=O)c1c(C)[nH]c(C(=O)OCC(=O)c2c(N)n(CC(C)C)c(=O)n(C)c2=O)c1C,-1.8,-3,-0.6,-3,7,1.3,0.6,3,-0.8,-1.4,2.2
CSc1ccccc1OCc1cc(C(=O)N2CCN(Cc3nccn3C)CC2)no1,-1.8,-13,-2.7,3,-2,1.7,-0.5,3,-1.4,0.2,-0.7
O=C(Nc1nnc(COc2ccc(Cl)cc2)s1)c1ccco1,-0.5,-9,-0.4,-3,1,0.6,-0.6,-5,-1.3,3.5,0.6
COC(=O)c1sccc1NC(=O)c1ccccc1Br,0.2,-6,-1.0,2,-2,2.4,1.8,-1,-1.6,1.8,-0.3
Cc1cccn2cc(CNC(=O)C3CCCCC3)nc12,-1.1,-1,-0.5,-3,0,0.2,-0.4,-3,-0.8,-0.9,-0.7
CC(Oc1ccc2oc(-c3ccccc3)c(C(=O)O)c2c1)C(=O)O (stereo unspecified),-0.6,-348,0.6,-2,-2,4.5,0.0,4,-1.4,-0.1,-0.2
CC(C)(C)OC(=O)NCCCCCNC(=O)c1nc[nH]c1C(=O)N1CCN(c2ccccc2)CC1,-2.1,-1,-0.1,-11,1,0.6,-0.9,2,-1.7,0.6,-0.2
CCCC(=O)Nc1cc(Cl)ccc1N1CCN(C(=O)CC)CC1,0.9,-1,-4.0,10,-3,-2.4,1.4,3,-1.1,-0.2,-0.2
O=C(CNCc1ccccc1Cl)Nc1ccc2c(c1)OCCO2,12*,-10,0.3,-2,13*,4.6,2.0,5,-1.3,-1.0,3.3

# Screens (PubChem BioAssay)
